High-throughput results as filed in PubChem.
MITF primary: blocks human microphthalmia-associated transcription factor | O75030 | AlphaScreen MITF homodimerization, bead proximity signal | inhibition, % at 2.6 µM | actives 0.91% (n = 650,000); in the data active means inhibition above about 50%;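 further: 0% = vehicle wells with protein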
Target sequence (O75030 whole entry, looked up): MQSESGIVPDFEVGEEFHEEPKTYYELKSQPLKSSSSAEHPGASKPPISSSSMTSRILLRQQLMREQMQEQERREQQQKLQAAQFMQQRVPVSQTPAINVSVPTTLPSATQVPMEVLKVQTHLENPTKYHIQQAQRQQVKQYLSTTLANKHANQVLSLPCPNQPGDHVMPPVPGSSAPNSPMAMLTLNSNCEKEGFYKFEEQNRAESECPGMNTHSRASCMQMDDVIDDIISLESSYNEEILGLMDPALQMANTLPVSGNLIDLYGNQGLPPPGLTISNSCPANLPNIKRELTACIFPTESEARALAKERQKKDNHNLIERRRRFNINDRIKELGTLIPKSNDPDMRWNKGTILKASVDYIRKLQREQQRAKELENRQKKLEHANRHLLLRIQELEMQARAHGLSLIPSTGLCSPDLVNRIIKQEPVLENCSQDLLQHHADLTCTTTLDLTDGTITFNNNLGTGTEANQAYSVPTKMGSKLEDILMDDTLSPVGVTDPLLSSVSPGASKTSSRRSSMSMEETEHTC
TEAD-YAP block: TEAD-YAP interaction inhibition | HEK-TIYL cells, TEAD-Gal4/YAP UAS-luciferase luminescence | inhibition, % at 9.12 µM | actives 1.4% (n = 640,000) | AID 1259422; in the data active means inhibition above about 32%;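 further: 0% = median of test compound wells and 100% = reference inhibitor wells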
FBW7 act: activators of human E3 ligase FBW7; Q969H0; actives 0.13% (n = 650,000); AlphaScreen FBW7–phospho-cyclin E peptide binding, activator screen; normalized activity (activation), % at 26.1 µM; in the data active means normalized activity above about 1.9%;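 further: purified mutant Fbw7 with reduced substrate affinity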
GPR151 ag: activators of human GPR151 | PathHunter beta-arrestin GPR151 cells, luminescence | activation, % at 11.2 µM | actives 1% (n = 650,000) | AID 1508602; in the data active means activation above about 4.9%;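 further: 0% = median of compound wells and 100% = cells with positive control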
Target sequence (Q8TDV0 whole entry, looked up): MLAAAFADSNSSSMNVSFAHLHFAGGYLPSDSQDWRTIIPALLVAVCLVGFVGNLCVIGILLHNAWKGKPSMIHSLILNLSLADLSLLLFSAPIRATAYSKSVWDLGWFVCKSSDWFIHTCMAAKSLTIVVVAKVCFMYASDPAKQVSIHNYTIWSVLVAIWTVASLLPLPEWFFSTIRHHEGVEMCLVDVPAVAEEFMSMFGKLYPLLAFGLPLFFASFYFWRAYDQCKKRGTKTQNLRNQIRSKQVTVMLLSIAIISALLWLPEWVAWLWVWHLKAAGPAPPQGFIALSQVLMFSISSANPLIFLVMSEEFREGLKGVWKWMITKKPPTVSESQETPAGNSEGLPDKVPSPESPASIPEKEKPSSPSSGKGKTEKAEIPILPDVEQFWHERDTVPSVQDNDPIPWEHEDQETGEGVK
The depositor's hits bear a star; nt = not tested or not shown. Rows were taken by chance. About 3.4% of those tested had a hit in this group.

nr	SMILES	MITF primary	TEAD-YAP block
1	NS(=O)(=O)c1ccc(CNc2nccn3c(-c4ccoc4)cnc23)cc1	-23	8
2	COc1cc(CNCCO)cc(I)c1OC1CCCC1	-19	7
3	C/C(=N\NC(=O)c1cccnc1)c1ccc([N+](=O)[O-])o1	30	0
4	O=C(Oc1ccc(C2Oc3ccccc3C3CC(c4ccc(Br)cc4)=NN32)cc1)c1ccccc1 (centres undefined)	11	-16
5	CC(=O)c1ccc(NC(=O)CN2CCN(c3cc(C)ccc3C)CC2)cc1	-4	14
6	CCOC(=O)c1cc(C#N)c(SCC)[nH]c1=O	-4	-7
7	CCCN(CCC)C(=O)C1CCCN(S(=O)(=O)c2ccc3c(c2)oc(=O)n3C)C1 (centres undefined)	12	2
8	COc1cc2c(cc1OC)n(CC(=O)NC(C)C)n1c(C)cc(=O)nc21	11	4

nr	FBW7 act	GPR151 ag
1	0.1	-0.2
2	-0.1	0.0
3	-0.3	-0.3
4	0.2	-0.5
5	0.1	-0.8
6	-0.3	-0.9
7	0.6	-0.7
8	-0.1	-1.2

Next part.
nr	SMILES	MITF primary	TEAD-YAP block
9	O=C(c1c(F)cccc1Cl)N1CCN(c2ccc(-c3cccs3)nn2)CC1	9	-28
10	Cc1ccc(NC(=O)CC2Nc3cc(C)c(C)cc3NC2=O)c([N+](=O)[O-])c1 (centres undefined)	5	6
11	Cc1cccc(OCC(O)CN2C(=O)c3ccccc3C2=O)c1 (centres undefined)	17	-6
12	Fc1ccccc1C(c1nnnn1Cc1ccccc1)N1CCN(Cc2ccncc2)CC1 (centres undefined)	0	4
13	Cc1noc(C)c1NC(=O)NCc1cc(F)cc2c1OCOC2	-8	-4
14	COc1ccc(N2CC(C(=O)Nc3ccc(S(=O)(=O)Nc4nccs4)cc3)CC2=O)cc1 (centres undefined)	-4	5
15	Cc1ccc(-c2nc3s/c(=C\c4cn(-c5ccccc5)nc4-c4ccc(F)cc4)c(=O)n3n2)cc1	25	5
16	O=c1oc2cc(O)ccc2cc1-c1nnc(Nc2ccccc2)s1	11	-19

nr	FBW7 act	GPR151 ag
9	-0.1	-1.1
10	0.2	0.0
11	0.2	0.0
12	0.2	0.5
13	-0.1	-0.1
14	-0.1	0.3
15	1.6	-0.8
16	0.0	-3.5

Values in list order from the entries so far:
Compounds 9 to 16 in MITF primary, in turn: 9, 5, 17, 0, -8, -4, 25, 11

Going on with the list.
nr	SMILES	MITF primary	TEAD-YAP block
17	N#CCSc1nc2cc(C(=O)NCCC3=CCCCC3)ccc2c(=O)n1-c1ccccc1	18	20
18	Cc1ccc(NC(=O)c2sc3ncn(CC(=O)N4CCC(C)CC4)c(=O)c3c2C)c(Br)c1	-14	14
19	Nc1nc(-c2ccco2)nn1C(=O)c1ccc([N+](=O)[O-])cc1	19	0
20	Cc1ccc(NC(=O)C2C3NC(=S)N(c4ccc(F)cc4)C2(C)Oc2ccc(Cl)cc23)c(C)c1 (centres undefined)	7	9
21	CCCC(=O)Nc1ccc(NC(=O)C2CCCCC2)cn1	-2	-2
22	O=C(c1c[nH]c2ccc(S(=O)(=O)N3CCC4(CC3)OCCO4)cc2c1=O)N1CCN(c2ccccn2)CC1	7	5
23	COCCCN(C(=S)Nc1cccc(Cl)c1)C(C)c1ccncc1 (centres undefined)	-5	-5
24	O=c1ccc(-c2ccc(S(=O)(=O)NC3CCCCC3)s2)n[nH]1	1	-4

nr	FBW7 act	GPR151 ag
17	0.4	-1.6
18	0.0	1.4
19	0.4	-0.5
20	-0.2	-0.1
21	-0.2	0.4
22	-0.1	-0.2
23	-0.1	5.9*
24	-0.1	-1.0

Next structures follow.
nr	SMILES	MITF primary	TEAD-YAP block
25	CCC(Sc1nc2cc(OC)c(OC)cc2c(=O)n1CCc1ccc(Cl)cc1)C(=O)Nc1ccccc1OC (centres undefined)	8	-7
26	COc1ccc(NC(=O)CCc2nc3ccccc3[nH]2)cc1	9	-7
27	CCOc1ccc(CN2CCNC(=O)C2CC(=O)N(C)C2CCOCC2)cc1 (centres undefined)	8	8
28	[O-][n+]1onc(-c2ccccc2)c1-c1ccccc1	-3	6
29	CCOc1ccccc1/C=N\NC(=O)c1cnccn1	19	-20
30	c1ccc2c(c1)CC1(CCCC1)N=C2N1CCOCC1	-7	8
31	O=C(CN(Cc1ccco1)C(=O)c1csnn1)NCc1ccc(F)cc1	-18	6
32	Cc1ccc(OCC(=O)N2CCN(S(=O)(=O)c3ccc(F)cc3)CC2)cc1	-13	2

nr	FBW7 act	GPR151 ag
25	0.2	-0.6
26	-0.1	-0.1
27	-0.1	-0.4
28	0.5	-0.2
29	0.1	-0.3
30	0.1	0.5
31	-0.1	-0.2
32	0.1	-1.7

Next section
nr	SMILES	MITF primary	TEAD-YAP block
33	Cc1ccc(NC(=O)C(CC(C)C)N2C(=O)c3ccccc3C2=O)cc1 (centres undefined)	20	-2
34	Cc1nc2c(C(=O)NCCN(C)Cc3ccccc3)cnn2c(C)c1Cc1ccccc1	6	1
35	O=c1[nH]c(N/N=C/c2ccccc2O)nnc1Cc1ccccc1	101*	60*
36	CC1CN(C(=O)Cn2c(C(F)(F)F)nc3ccccc32)CC(C)O1 (centres undefined)	1	4
37	COc1ccc(C2CC(=O)C3=C(C2)Nc2ccccc2NC3c2ccc(OC)c(Br)c2)cc1 (centres undefined)	8	-6
38	O=[N+]([O-])c1ccc(NCCOc2cccc3ccccc23)c(C(F)(F)F)c1	-14	-1
39	Cc1ccc(NC2=CC(=O)CC(C)(C)C2)c(O)c1	21	4
40	O=C(CN1C(=O)CSc2ccccc21)NC1CCCCCC1	-2	-5

nr	FBW7 act	GPR151 ag
33	0.4	-1.3
34	-0.1	1.2
35	-0.1	4.3
36	0.0	3.1
37	-0.1	-1.3
38	0.1	0.2
39	-0.1	-1.0
40	-0.1	0.0

Shown as labelled records: two of the compounds above.
35. O=c1[nH]c(N/N=C/c2ccccc2O)nnc1Cc1ccccc1
  MITF primary: 101* | TEAD-YAP block: 60* | FBW7 act: -0.1 | GPR151 ag: 4.3

36. CC1CN(C(=O)Cn2c(C(F)(F)F)nc3ccccc32)CC(C)O1 (centres undefined)
  MITF primary: 1 | TEAD-YAP block: 4 | FBW7 act: 0.0 | GPR151 ag: 3.1

(more compounds)
nr	SMILES	MITF primary	TEAD-YAP block
41	CN(C)c1ccc(C(=O)N=c2sc3cc(S(C)(=O)=O)ccc3n2C)cc1	-7	-8
42	Cc1cc(S(=O)(=O)NC2CCCCC2)ccc1OCC(=O)NC(C)C	-9	8
43	CN(Cc1nccs1)C(=O)c1ccc(OC2CCN(Cc3ccccn3)CC2)cc1	0	7
44	c1ccc2c(OCCCCNCCN3CCOCC3)cccc2c1	3	1
45	COc1ccc(OC)c(NS(=O)(=O)c2ccc(NS(=O)(=O)c3ccc4c(c3)OCCO4)cc2)c1	-2	-6
46	Cc1cccc(-c2nc3ccccc3c(=O)n2CC(=O)Nc2cccc(C(F)(F)F)c2)c1	4	-3
47	CC(=O)c1ccccc1OCC(O)CN1CCN(c2ccccc2)CC1 (centres undefined)	39	0
48	COc1ccc(C(=O)Nc2cc(C)ccc2O)cc1	-5	44*

nr	FBW7 act	GPR151 ag
41	-0.1	-1.1
42	0.1	1.1
43	-0.1	0.7
44	0.1	-0.7
45	-0.1	-0.2
46	0.3	-0.8
47	0.1	0.2
48	0.0	-9.2

The listing continues:
nr	SMILES	MITF primary	TEAD-YAP block
49	CC(C)CC1=NN(C(=O)c2cccc(Br)c2)C(O)(C(F)(F)F)C1 (centres undefined)	7	8
50	Cc1ccc(C(=O)N2CCN(c3ccc([N+](=O)[O-])c(NCCOc4ccc(Cl)cc4)c3)CC2)cc1	7	6
51	COc1ccc2c(C)nc(N3CCCC(C(=O)N4CCCCC4C)C3)nc2c1 (centres undefined)	2	2
52	Cc1ccc2c(c1)CN(CC1CC1)CC(C)O2 (centres undefined)	-6	-1
53	CCN1CCC2(CCN(C(=O)CCN3Cc4ccccc4OC(c4ccccc4)C3)C2)C1 (centres undefined)	7	-1
54	CCCC1(C(=O)OCC)NC(c2ccc(N(C)C)cc2)C2C(=O)N(C)C(=O)C21 (centres undefined)	13	-1
55	Cc1nn(CC(=O)NCc2ccc(C(F)(F)F)cc2)c(=O)c2ccccc12	3	0
56	CC(=O)N[C@@H](CSC/C=C(\C)CC/C=C(\C)CC/C=C(\C)CCC=C(C)C)C(=O)O	-5	nt

nr	FBW7 act	GPR151 ag
49	0.0	0.0
50	0.0	0.7
51	-0.1	-1.0
52	-0.1	-0.7
53	-0.1	-1.4
54	0.1	-1.1
55	0.0	-0.2
56	nt	1.8

(continued)
nr	SMILES	MITF primary	TEAD-YAP block
57	COC(=O)c1ccc(N2CCCC2=O)cc1O	-2	0
58	COc1ccccc1C1SCCN1S(=O)(=O)c1ccc2ccccc2c1 (centres undefined)	1	-7
59	O=C(COc1ccc2c(C(F)(F)F)cc(=O)oc2c1)NC(=O)NCc1ccco1	1	-4
60	N#C/C(=C\Nc1ccccc1C(=O)O)c1nc2ccccc2s1	15	-1
61	CC(=O)N(C)c1ccc(NC(=O)COc2ccc(Cl)cc2Br)cc1	3	2
62	Cc1cccc(OCC(O)CN2CCCCC2)c1C (centres undefined)	11	7
63	Cc1cc(C)cc(N=C2NC(=O)/C(=C\c3cc(C)n(-c4ccc(I)c(C)c4)c3C)S2)c1	17	7
64	COC(=O)c1ccc(NC(=O)C2CC(=O)N(CCc3ccc(OC)cc3)C(=Nc3ccc(F)cc3)S2)cc1 (centres undefined)	-3	9

nr	FBW7 act	GPR151 ag
57	-0.1	-0.4
58	-0.2	0.7
59	-0.1	4.3
60	0.1	-0.9
61	-0.3	-0.1
62	0.1	-0.4
63	0.1	-1.7
64	0.0	-0.2

Later entries:
nr	SMILES	MITF primary	TEAD-YAP block
65	C=CCNC(=O)c1ccc(OC)c(Cl)c1	-28	-11
66	COc1ccc(-c2nc(C)cc(Nc3ccc(N4CCOCC4)cc3)n2)cn1	-1	-24
67	O=C1NC(c2ccccc2)=C([N+](=O)[O-])C(c2cccc(F)c2)N1 (centres undefined)	76*	12
68	COc1cc(Cl)cc(/C=N/NC(=O)COc2ccccc2[N+](=O)[O-])c1O	5	-15
69	O=C(Nc1c(F)cccc1F)N1CCC(Cn2cnc3ccccc32)CC1	8	-6
70	Cc1ccc([N+](=O)[O-])cc1NC(=O)CSc1nnc(-c2cccnc2)s1	9	-8
71	Oc1ccc(CCNc2ccnc(NCc3ccc4c(c3)OCO4)n2)cc1	-1	9
72	COc1ccccc1C1NC(c2ccccc2OC)C(C)C(=O)C1C (centres undefined)	17	-3

nr	FBW7 act	GPR151 ag
65	-0.1	-1.0
66	-0.1	1.0
67	0.0	2.3
68	0.1	-0.4
69	0.5	-1.1
70	-0.1	2.2
71	0.2	0.8
72	0.4	0.4

Other entries.
nr	SMILES	MITF primary	TEAD-YAP block
73	CCOc1ccc(-n2nc3ccc(NC(=O)COc4ccc(OC)cc4)cc3n2)cc1	7	1
74	CCCc1cc(=O)oc2c(C)c(OCC)ccc12	2	-3
75	Cc1ccc(CN2CCN(Cc3cn(C(C)C)c4ccccc34)CC2CCO)o1 (centres undefined)	7	2
76	CC(=O)OCCNc1cc(N2CCCC2)c2noc3c2c1C(=O)c1ccccc1-3	18	8
77	C=CCNC(=O)CSc1nc2sc3c(c2c(=O)[nH]1)CCCC3	2	5
78	COc1ccc(-c2n[nH]c(=S)n2C)cc1	2	-2
79	COC(=O)c1ccccc1NC(=O)CN(c1ccc(C)cc1)S(=O)(=O)c1ccccc1	17	0
80	COCCNC(=O)C1c2ccccc2C(=O)N2CCc3cc(OC)c(OC)cc3C12 (centres undefined)	10	-14

nr	FBW7 act	GPR151 ag
73	-0.1	-0.9
74	0.2	2.4
75	0.0	-0.7
76	-0.3	-0.3
77	0.8	1.9
78	-0.2	-0.7
79	0.1	1.4
80	0.2	-1.3

The list continues.
nr	SMILES	MITF primary	TEAD-YAP block
81	c1ccc(CCN2CCN(c3ccccc3)CC2)cc1	21	-4
82	COc1ccccc1CNc1ccc(C(=O)O)cc1[N+](=O)[O-]	-4	10
83	Cc1ccc2nc(-c3ccc(O)cc3)oc2c1	2	98*
84	COCCNc1nc(-c2cc(C(C)C)ccc2OC)cnc1N	18	5
85	CC1(C)CC(=O)C2=C(C1)N(Cc1ccccc1)C(=O)NC2(C(F)(F)F)C(F)(F)F	2	0
86	CC/C=C\C[C@H](O)/C=C/[C@H]1OC(=O)C[C@H](O)[C@@H]1C/C=C\CCCC(=O)O	-8	nt
87	COCCCNC(=O)c1cc(Nc2ccccc2C)nc2ccccc12	-9	2
88	CCN(CC)C(=O)c1sc2nc3c(C)c(C)ccc3cc2c1N	7	-11

nr	FBW7 act	GPR151 ag
81	0.1	6.9*
82	-0.1	0.0
83	0.1	-6.0
84	0.0	-0.8
85	0.3	1.9
86	nt	1.9
87	0.1	-0.6
88	-0.1	1.0

Carrying on.
nr	SMILES	MITF primary	TEAD-YAP block
89	COc1ccc(NC(=S)N2CCn3cccc3C2c2ccc(OC)cc2)cc1 (centres undefined)	15	8
90	Fc1ccc(-n2cc(-c3ccccc3)c3c(N4CCCCC4)ncnc32)cc1	5	13
91	COc1ccc(C2=NN(C(=O)c3cc(OC)c(OC)c(OC)c3)C(c3ccc(F)cc3)C2)cc1OC (centres undefined)	-7	50*
92	Cc1ccc(OCC(=O)N2CCc3ccccc32)c(Br)c1	10	-41
93	CC1CCN(CCCNC(=O)C2CC(=O)N(C3CCCCC3)C2)CC1 (centres undefined)	-3	1

nr	FBW7 act	GPR151 ag
89	-0.2	-2.2
90	0.7	0.0
91	-0.1	0.8
92	0.1	-0.5
93	-0.2	0.4
